# Screening data from PubChem.
# GCN5L2 inh: GCN5L2 (KAT2A) acetyltransferase inhibition; GCN5L2 HAT assay, ThioGlo1 CoA-SH fluorescence; 0.21% of 390,000 active; AID 504327; Potency, µM (top dose mostly 58.9 µM), without a hit: at the highest dose activity change, negative = inhibition, usual class: inhibitors
# Target sequence (Q92830 whole entry, looked up): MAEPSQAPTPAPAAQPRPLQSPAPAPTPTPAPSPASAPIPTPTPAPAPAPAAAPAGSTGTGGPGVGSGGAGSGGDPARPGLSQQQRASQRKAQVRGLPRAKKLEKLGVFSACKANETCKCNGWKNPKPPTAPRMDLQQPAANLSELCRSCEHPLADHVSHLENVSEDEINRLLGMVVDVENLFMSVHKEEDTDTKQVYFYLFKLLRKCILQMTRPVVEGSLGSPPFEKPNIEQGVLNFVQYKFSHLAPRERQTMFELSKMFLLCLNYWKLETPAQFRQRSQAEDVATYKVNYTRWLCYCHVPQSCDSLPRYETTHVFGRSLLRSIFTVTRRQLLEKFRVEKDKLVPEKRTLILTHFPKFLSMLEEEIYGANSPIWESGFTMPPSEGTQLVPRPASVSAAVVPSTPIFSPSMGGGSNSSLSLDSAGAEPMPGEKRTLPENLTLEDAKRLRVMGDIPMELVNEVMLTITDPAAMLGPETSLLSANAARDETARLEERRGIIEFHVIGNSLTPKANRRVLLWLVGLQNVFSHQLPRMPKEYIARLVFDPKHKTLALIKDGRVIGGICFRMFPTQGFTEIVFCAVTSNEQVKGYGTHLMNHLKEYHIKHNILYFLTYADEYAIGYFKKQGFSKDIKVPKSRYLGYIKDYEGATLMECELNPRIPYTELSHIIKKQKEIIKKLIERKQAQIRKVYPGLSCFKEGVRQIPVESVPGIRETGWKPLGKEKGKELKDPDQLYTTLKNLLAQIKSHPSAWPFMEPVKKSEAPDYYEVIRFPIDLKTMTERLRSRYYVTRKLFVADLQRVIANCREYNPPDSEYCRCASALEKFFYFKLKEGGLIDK
#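 ThioGlo1-coupled HAT assay: 20nM GCN5L2, 70uM acetyl-CoA, 75uM H3(1-25) peptide, pH 7.5. Fluorescence read at 340/540nm at start and after 20 min at room temperature.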
# TDP1 cell noCPT: qHTS for Inhibitors of human tyrosyl-DNA phosphodiesterase 1 (TDP1): qHTS in cells in absence of CPT; DT40 Tdp1-/- hTDP1 cells, no CPT, ATP luminescence, 48 h; Potency, µM (titrated, usually from 46.2 µM), inactives show at the top dose activity change, negative = growth inhibition, actives largely listed as inhibitors; 15% of 420,000 active; AID 686978, 2013; further: nearly all actives have a fitted effect of over 55% in size
#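 Camptothecin absent (DMSO only). Human TDP1-complemented DT40 knockout cells, 400 cells/well, 37 °C for minimum 48 hr; ATP measured via CellTiter-Glo, 30 min dark incubation, luminescence.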
# TDP1 cell CPT: growth inhibition of DT40 Tdp1-/-;hTDP1 cells with camptothecin (screen for TDP1 inhibitors); Potency, µM (top dose mostly 46.2 µM), for inactives: at the top dose activity change, negative = growth inhibition, actives largely listed as inhibitors; 12% of 420,000 active; AID 686979; chicken DT40 Tdp1-/-;hTDP1 cells + 20 nM CPT, ATP luminescence, 48 h; further: nearly all actives have a fitted effect of over 55% in size
#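 Cell growth measured by CellTiter-Glo luminescence after a minimum 48 h, 37 C compound exposure with 20 nM CPT in Tdp1-knockout DT40 cells stably expressing hTDP1, seeded 400/well; qHTS titration format.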
# An asterisk follows results filed as active; ? = inconclusive; . = no result given; & = joins results of further samples. The call rests on the fitted dose curve; in most records, active means well fitted curve in the direction sought with a large enough effect; inconclusive means small, poorly fitted or top-dose-only effect, or another doubt; inactive means no such curve, though single readings can be large; an effect the other way counts as inactive or inconclusive. On the % scale 0 is the no-effect control and ±100 the full control effect; potency means the concentration at half of the fitted maximal effect. The list is partial. The share of hits here may be higher or lower than overall.
no.	canonical_smiles	GCN5L2 inh	TDP1 cell noCPT	TDP1 cell CPT
1	CCN(c1ccccc1)S(=O)(=O)c1cc(NC(=O)C2CC2)ccc1Cl	-3%	-13%	-19%
2	C=CCn1c(O)c(C2=c3ccccc3=NC2=O)sc1=Nc1ccc(O)cc1	-10%	?	23µM*
3	CCOc1ccc(NC(=O)c2ccc3[nH]c(C)c(C)c3c2)cc1	-4%	?	?
4	N#CC1=C(N)N(c2ccccc2)C(=O)C1	23%	4%	-1%
5	O=C1CCC(C(=O)N2CCC(O)(c3ccccc3)CC2)CN1CCc1ccccc1 (centres undefined)	1%	-10%	-4%
6	Cc1c(Br)c([N+](=O)[O-])nn1CC(=O)N1CCN(Cc2ccccc2)CC1	0%	2%	1%
7	Cc1[nH]c2ccccc2c1C(=O)COC(=O)C1CCC1	-27%	15%	1%
8	COc1ccc(C(=O)NC2CC3CCCC(C2)N3Cc2ccccc2)cc1 (centres undefined)	2%	-1%	0%
9	Cc1nn(Cc2ccccc2)c(N)c1-c1ccccc1	2%	-21%	-17%
10	COc1ccc(CSc2nnc(N)s2)cc1F	0%	?	?
11	COc1ccc(CCNC(=O)CN(c2cc([N+](=O)[O-])ccc2OC)S(C)(=O)=O)cc1	-20%	-18%	10%
12	COc1ccc(C(=O)C2CCCN(C(=O)c3cccc(N(C)C)c3)C2)cc1OC (centres undefined)	-5%	?	-38%
13	O=C(NCN1C(=O)C2C3C=CC(C3)C2C1=O)Nc1nccs1 (centres undefined)	-1%	-3%	5%
14	COc1cc2nc(N(CCCN(C)C)C(=O)c3ccc(S(=O)(=O)N4CCc5ccccc5C4)cc3)sc2cc1OC	1%	?	?
15	COc1ccc(COC(=O)Oc2ccc(CNC(C)=O)cc2OC)c([N+](=O)[O-])c1	-3%	0%	-18%
16	CCCCNC(=O)c1cc2nc3c(c(C(F)(F)F)n2n1)CCc1ccccc1-3	-12%	-16%	-18%
17	COc1ccccc1/C=C1\C=Cc2ccccc21	.	?	?
18	O=C(c1csc2ccccc12)N1CCN(c2ccccn2)CC1	-2%	?	-1%
19	COc1cc(/C=N/NC(=O)c2cc(-c3ccccc3)nc3ccccc23)ccc1O	-15%	?	?
20	CC(C)(C)Nc1nc(OCC#N)nc(N2CCCCC2)n1	-20%	?	-14%
21	CC(C)CC(NC(=O)C1CCC(C)CC1)C(=O)NCc1cccnc1 (centres undefined)	2%	-21%	3%
22	CC(C)(C)NC(=O)NCc1ccco1	-1%	-7%	-26%
23	COc1cccc(-c2nc(N3CCCCC3C)c3ccccc3n2)c1O (centres undefined)	-10%	?	?
24	Cn1nnc(NC(=O)C(c2ccccc2)c2ccccc2)n1	-5%	-1%	-7%
25	Cc1ccc(/C=N/n2c(-c3ccncc3)n[nH]c2=S)s1	-18%	-21%	?
26	CCOc1ccc2[nH]c(=O)c(CN(Cc3ccco3)C(CC)c3nnnn3Cc3ccccc3)cc2c1 (centres undefined)	-13%	?	?
27	O=C(c1ccc(Br)o1)N1N=C(c2ccc(Cl)cc2)CC1c1ccco1 (centres undefined)	-14%	?	-18%
28	COc1ccc(C(=O)NCCS(=O)(=O)NCc2cccs2)cc1	-3%	-11%	13%
29	COCCNC(=O)c1onc(CSc2cc(C)cc(C)c2)c1C(=O)NCCOC	-7%	-29%	-3%
30	O=C(O)C#Cc1cccc2ccccc12	-1%	4%	11%

# Next part (2 carried over from the part before).
no.	canonical_smiles	GCN5L2 inh	TDP1 cell noCPT	TDP1 cell CPT
29	COCCNC(=O)c1onc(CSc2cc(C)cc(C)c2)c1C(=O)NCCOC	-7%	-29%	-3%
30	O=C(O)C#Cc1cccc2ccccc12	-1%	4%	11%
31	O=C(c1cc(C(F)(F)F)cc(C(F)(F)F)c1)N1CCC[C@@]2(CCN(c3ncccn3)C2)C1	-2%	?	?
32	O=C(Nc1ncc2c(n1)CC(c1cccc(Cl)c1)CC2=O)c1ccco1 (centres undefined)	-4%	?	-29%
33	CO/N=C(\C(=O)N[C@@H]1C(=O)N2C(C(=O)O)=C(CSc3cnns3)CS[C@H]12)c1csc(N)n1	.	-11%	2%
34	CC(C)(C)C(=O)COC(=O)c1ccccc1O	-3%	13%	-4%
35	CCn1c(SCc2ccc(F)cc2Cl)nnc1-c1nonc1NC(C)=O	-7%	18µM*	16µM*
36	O=C(COC(=O)c1ccc(Cl)c(S(=O)(=O)N2CCc3ccccc3C2)c1)Nc1ncc(Cl)cc1Cl	-2%	-21%	-12%
37	CC(=O)Nc1ccc(NC(=O)C(C)n2c3ccccc3c3nc(=O)cc(C)n32)cc1 (centres undefined)	4%	-21%	-1%
38	COc1ccc(CN2C(=O)CNC2=S)cc1	-10%	8%	-7%
39	Cc1ccc(CCNC(=O)CN2C(=O)COc3ccc(S(=O)(=O)N4CCCCCC4)cc32)cc1	-8%	16µM*	16µM*
40	Cn1c(=O)n(C)c2cc([N+](=O)[O-])c(N3CCN(C(=O)c4ccccc4Cl)CC3)cc21	-3%	16µM*	21µM*
41	Cn1c(-c2ccccc2)c(Sc2ccccc2)c2cc(-c3ccc4[nH]ccc4c3)ccc21	.	-27%	?
42	C/C(=N/N=C1\SCC(=O)N1c1ccccc1)c1ccc(C)cc1	-9%	-19%	-5%
43	CCc1c(C)c2ccc(OCC(=O)NCC3CCC(C(=O)O)CC3)cc2oc1=O (centres undefined)	-13%	1%	2%
44	Cc1cccc(-c2nsc(SCC(=O)NCc3ccco3)n2)c1	-1%	-16%	-3%
45	Cc1ccc(Cc2cc(C)n[nH]c2=O)cc1	-1%	-20%	3%
46	Cn1nc(C(F)(F)F)c(/C=N/OC(=O)c2ccccc2)c1Cl	-14%	-7%	-12%
47	COc1cccc2[nH]c3c(=O)n(CCCN4CCOCC4)cnc3c12	-6%	-3%	-2%
48	O=C(Nc1ccccc1N1CCN(C(=O)c2ccc(Cl)cc2)CC1)c1cc2ccccc2o1	-2%	?	26µM*
49	O=C(NCc1ccccc1)c1cc(C2COCCN2C(=O)c2cccs2)on1 (centres undefined)	.	-21%	-21%
50	C=CCC[C@@H](Cc1ccc(F)cc1)C(=O)OC[C@@H](NC(=O)[C@@H](CC=C)CC(=O)N[C@H](CO)Cc1ccccc1)C(C)(C)C	-4%	16µM*	23µM*
51	CC(C)c1ccc(C2C3=C(CC(C)(C)CC3=O)NC3=C2C(=O)c2ccccc23)cc1 (centres undefined)	-17%	?	21µM*
52	Cc1c(C)n(CCN(C)C)c2ccc(C(=O)OCCN(C)C)cc12	-15%&-6%	21µM*	?
53	CC(C)[C@H](NC(=O)C1CC(=O)N(c2ccc3c(c2)OCCO3)C1)C(=O)NC1CCCC1 (some centres undefined)	-13%	5%	-11%
54	CN(Cc1cccs1)C(=O)CCc1c[nH]c2ccccc12	0%	-5%	-9%
55	COCCCNC(=O)c1ccc(Cn2c(=O)c3ccccc3n(Cc3ccccc3C#N)c2=O)cc1	-8%	?	16µM*
56	CCC(=O)N(Cc1ccc(S(N)(=O)=O)cc1)C1CC(=O)N(c2ccc(OC)cc2)C1=O (centres undefined)	-4%	-3%	-6%
57	C=CCN1C(=O)NC2(O)C(=O)c3ccccc3C12O (centres undefined)	-13%	-10%	3%
58	CC(=O)Nc1cnc(-c2cc(C)c(O)c(C)c2)cn1	.	-24%	?
59	O=c1cc(N2CCN(c3ccc(F)cc3)CC2)[nH]c(=O)n1Cc1ccc(F)cc1	?	8.2µM*	9.2µM*
60	CC(=O)c1ccc(NC(=O)C2(S(=O)(=O)c3ccccc3)CC2)cc1	2%	4%	-16%
61	COc1ccc(NC(=O)N2CC[C@@]3(CCCN(C(=O)c4cccc(F)c4)C3)C2)cc1	-6%	-12%	?
62	CCOC(=O)CCc1c(C)n(CC)c2ncnn2c1=O	-3%	3%	18%
63	CCOc1ccc(NC(=O)CSCC(=O)O)cc1	2%	3%	-3%
64	Cc1cc(NC(=S)NC(=O)c2ccco2)c2ccccc2n1	-3%	?	?
65	O=C(Nc1ccccc1)Nc1nnc(CSCc2ccccc2Cl)s1	-1%	?	21µM*
66	CC1CCc2sc3c(c2C1)c1ncnn1c(=O)n3CC(=O)c1ccc(Br)cc1 (centres undefined)	.	-21%	-18%
67	COc1cccc(N2CCN(c3ccc(N4C(=O)CCC4=O)cc3[N+](=O)[O-])CC2)c1	-5%	?	-23%
68	COc1ccc(S(=O)(=O)N2CCN(Cc3ccc(Cl)cc3)CC2)cc1	-7%	?	?
69	CCOc1ncccc1C(=O)NCCCSc1ccccc1	2%	?	-23%
70	O=C(CNC(=O)c1ccccc1)Sc1ccccc1	.	18µM*	?
71	NC1=NC2(CCCC2)N=C(Nc2ccccc2)N1	?	-2%	4%
72	CC(NC(=O)NC1CCCCC1)C(c1cccs1)N1CCOCC1 (centres undefined)	0%	-3%	-2%
73	CN(Cc1ccccc1)C(=O)c1nc2ccccn2c1CNCCOc1cccnc1	-10%	0%	-3%
74	O=C(Nc1ccc(F)cc1F)c1sccc1SCc1cccc(C(F)(F)F)c1	-8%	?	?
75	CN(Cc1ccccc1)C(=O)c1ccc(NC(=O)Cc2ccc(NC(=O)C3CCN(C(=O)C4CCC4)CC3)cc2)cc1	.	?	?
76	Cc1cc(C(=O)Nc2ccc(F)c(Cl)c2)on1	9%	-29%	0%
77	O=C(COc1ccc(NC(=O)c2cccs2)cc1)c1ccc(F)cc1	-4%	-9%	-9%
78	Cn1c(=O)c(=O)n(C)c2cc(S(=O)(=O)N3CCCCC3)ccc21	-4%	6%	-11%
79	Cc1ccc(S(=O)(=O)N(C)CC(=O)OCC(=O)NC(=O)NC(C)C)cc1	2%	-7%	-19%
80	COCCNC(=O)CSc1ccccc1C(=O)NC1CCCc2ccccc21 (centres undefined)	-5%	-18%	4%
81	CCOc1nc(-c2ccncc2)nc2ccccc12	3%	-28%	-7%
82	O=C(NCc1cccs1)C1CC(=O)N(c2ccc(Cl)cc2)C1 (centres undefined)	-3%	2%	9%
83	COc1cc(-c2csc(N3CCOCC3)n2)cc(OC)c1OC	-7%	?	-23%
84	COc1ccc(/C=C(\C)c2nc(C)c(-c3ccccc3)c(=O)[nH]2)cc1	-5%	-16%	9%
85	CCSc1ccccc1C(=O)N=C1NC(=O)CC2C(=O)NCCN12 (centres undefined)	-8%	12%	-4%
86	Cc1ccc(N(C)S(=O)(=O)c2ccc(-c3cnc(C4CC4)o3)cc2)cc1	-6%&-20%	0.018µM*	0.029µM*
87	CCC(=O)Nc1cc(NC(=O)CSc2nnc(C(C)C)n2CC)ccc1C	-1%	10%	9%
88	Cc1cc(Cl)ccc1NC(=O)Cn1cncn1	-1%	14%	13%
89	CCN(C(=O)COC(=O)/C=C/c1ccc2c(c1)OCO2)c1c(N)n(Cc2ccccc2)c(=O)[nH]c1=O	.	-17%	?
90	CC1CCc2c(sc(NC(=S)NC(=O)c3ccccc3)c2C#N)C1 (centres undefined)	2%	?	?

# Next results:
no.	canonical_smiles	GCN5L2 inh	TDP1 cell noCPT	TDP1 cell CPT
91	c1ccc(CN2CCC(N3CCN(Cc4ccc5c(c4)OCO5)CC3)CC2)cc1	-19%	18µM*	?
92	Cc1ccc(SCC(=O)N(Cc2nc(-c3ccccc3)no2)C(C)C)cc1	-7%	?	18µM*
93	CCc1ccc(C(=O)Cn2ncc(Cl)c(Cl)c2=O)cc1	-6%	2.9µM*	3.7µM*
94	Cc1ccccc1CNC(=O)CCCn1c(=O)c2cccn2c2cccnc21	1%	?	?
95	O=c1cnn([C@@H]2O[C@H](CO)[C@@H](O)[C@H]2O)c(=O)[nH]1	-1%	2.3µM*	12µM*
96	O=C(NCCCn1ccnc1)C(=O)NCC1OCCCN1S(=O)(=O)c1ccc(Cl)cc1 (centres undefined)	-1%	-1%	-8%
97	CC1=C(C(=O)N(C(C)C)C(C)C)CC(CC(=O)NCc2cccs2)C(=O)N1CCC1=CCCCC1 (centres undefined)	.	?	?
98	CCN(CC)CCC=C(c1cccs1)c1cccs1	.	23µM*	?

# Profiles, looked up by structure. Values in the order: GCN5L2 inh	TDP1 cell noCPT	TDP1 cell CPT
# COc1cc2nc(N(CCCN(C)C)C(=O)c3ccc(S(=O)(=O)N4CCc5ccccc5C4)cc3)sc2cc1OC is listed as 1%	?	?
# CC(C)(C)Nc1nc(OCC#N)nc(N2CCCCC2)n1 is listed as -20%	?	-14%
# COc1ccc(CN2C(=O)CNC2=S)cc1 is listed as -10%	8%	-7%
# COc1ccccc1/C=C1\C=Cc2ccccc21 is listed as .	?	?
# O=C(NCCCn1ccnc1)C(=O)NCC1OCCCN1S(=O)(=O)c1ccc(Cl)cc1 (centres undefined) is listed as -1%	-1%	-8%
